Bioassay records from PubChem BioAssay.
BAZ2B inh = blocks human BAZ2B. Potency, µM (series often up to 114 µM), inactives show at the top dose activity change, negative = inhibition, usual class: inhibitors. Q9UIF8. AlphaScreen BAZ2B-H3K14Ac peptide displacement. 4.4% of 360,000 active; note: potency is the fitted concentration of half-maximal effect; % is set by controls: 0 for no effect and ±100 for the full control effect; nearly all actives have a fitted effect of over 60% in size
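AlphaScreen displacement of biotin-H3(5-23)K14Ac peptide (50 nM final) from BAZ2B (50 nM final) in PBS pH 7.4, 0.01% Tween-20; complex preformed 30 min RT, then compounds (top 110 uM) 30 min RT, beads 20 min dark.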
PI4K2A inh = inhibitors of human PI4K2A; AID 1346378; purified PI4K2A, ADP-Glo luminescence, 1 h; hits give low values; 0.13% of 420,000 active; activity change, negative = inhibition, % at 76.9 µM; Q9BTU6; in the data active = activity change below about -50%; inconclusive = mostly about -30% to -49%;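 note: -100% = wells without enzyme as full effect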
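Compounds are screened against recombinant PI4K2A using PI as substrate and ATP, the latter dispensed at 300 microM. Reactions run one hour at ambient temperature before ADP-Glo detection; full inhibition defined by wells lacking enzyme.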
HP1b binding inh = blocks HP1-beta chromodomain binding to methylated histone tails | AlphaScreen HP1-beta / biotin-H3K9me3 peptide binding | 0.56% of 390,000 active | P83916 | Potency, µM (top dose mostly 114 µM), without a hit: at the highest dose activity change, negative = inhibition, most hits filed as inhibitors; note: potency is the fitted concentration of half-maximal effect; nearly all actives have a fitted effect of over 70% in size; inactives centre near 23
Target sequence (P83916 whole entry, looked up): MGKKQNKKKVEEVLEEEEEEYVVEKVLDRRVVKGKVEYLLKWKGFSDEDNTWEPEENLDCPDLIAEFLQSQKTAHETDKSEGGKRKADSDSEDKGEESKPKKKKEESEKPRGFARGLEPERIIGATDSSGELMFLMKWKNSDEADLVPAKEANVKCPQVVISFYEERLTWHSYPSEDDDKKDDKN
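Compound inhibition of the preformed complex between 50 nM HP1-beta and 50 nM biotinylated H3K9me3 peptide was read by AlphaScreen. Buffer was PBS pH 7.4 with 0.01% Tween-20. Incubations ran 30 min at room temperature, with 10 ug/mL donor/acceptor beads.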
GLS inhibitor = inhibitors of human glutaminase (GLS); GLS enzymatic activity, qHTS titration; Potency, µM (top dose mostly 45.5 µM), without a hit: top-dose activity change, negative = inhibition, actives largely listed as inhibitors; 0.21% of 410,000 active; note: potency is the fitted concentration of half-maximal effect; % is set by controls: 0 for no effect and ±100 for the full control effect
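Enzyme dispensed in phosphate buffer (45 mM, pH 8.2, 0.02% Tween-20), compounds pinned in, then 1 mM L-glutamine solution and the glutamate oxidase–HRP–Amplex Red mix added; fluorescence read immediately and again after 30 min at room temperature.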
JMJD2A Tudor inh = JMJD2A Tudor domain (human) inhibition; O75164; AlphaScreen JMJD2A-Tudor / H3K4me3 peptide binding; Potency, µM (top dose mostly 114 µM), for inactives: at the highest dose activity change, negative = inhibition, most hits filed as inhibitors; 4.4% of 390,000 active; AID 504339; note: potency is the fitted concentration of half-maximal effect; % is set by controls: 0 for no effect and ±100 for the full control effect; nearly all actives have a fitted effect of over 50% in size
Tb PGK inh = T. brucei PGK inhibition; PGK/GAPDH coupled, Kinase-Glo luminescence, 60 min; Potency, µM (doses to about 57.5 µM), without a hit: at the highest dose activity change, negative = inhibition, usual class: inhibitors; 0.043% of 380,000 active; note: potency is the fitted concentration of half-maximal effect; % is set by controls: 0 for no effect and ±100 for the full control effect; nearly all actives have a fitted effect of over 60% in size
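Luminescent ATP detection (Kinase-Glo Plus) follows a 60-minute room-temperature incubation, with wells lacking PGK as controls. Buffer: 100 mM TEA (pH 7.6), 5 mM MgCl2, 0.01% Tween-20. Coupling enzyme GAPDH (100 nM final) supplies unstable 1,3-BPG in-well.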
G9a block = blocks human histone lysine methyltransferase G9a. Potency, µM (doses to about 102 µM), inactives show at the highest dose activity, negative = inhibition, usual class: inhibitors. G9a H3K9 monomethylation, AlphaScreen, 2 h. Q96KQ7. 8.8% of 350,000 active; note: potency is the fitted concentration of half-maximal effect; % is set by controls: 0 for no effect and ±100 for the full control effect; nearly all actives have a fitted effect of over 75% in size
Target sequence (Q96KQ7 913-1193 limits assumed): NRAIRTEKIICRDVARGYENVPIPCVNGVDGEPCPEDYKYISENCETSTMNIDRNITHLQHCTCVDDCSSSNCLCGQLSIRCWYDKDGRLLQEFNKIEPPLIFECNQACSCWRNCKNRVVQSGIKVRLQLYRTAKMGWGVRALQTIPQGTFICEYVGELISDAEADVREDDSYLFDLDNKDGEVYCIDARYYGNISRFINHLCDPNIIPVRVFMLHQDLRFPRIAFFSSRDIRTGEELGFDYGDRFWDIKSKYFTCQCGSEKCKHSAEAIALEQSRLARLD
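Methyltransferase reactions run at room temperature for 2 h (20 nM enzyme, 500 nM biotin-H3K9 peptide, 20 uM SAM) after a 15 min compound preincubation; product detected by AlphaScreen beads and anti-H3K9me1 antibody.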
Pol eta inh = DNA polymerase eta (human) inhibition; Potency, µM (top dose mostly 114 µM), for inactives: top-dose activity change, negative = inhibition, actives largely listed as inhibitors; recombinant Pol eta, fluorescent DNA replication assay; 1.2% of 390,000 active; Q9Y253; note: potency is the fitted concentration of half-maximal effect; % is set by controls: 0 for no effect and ±100 for the full control effect
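Fluorescent replication assay: 50 nM final substrate added after a 15 min room-temperature compound preincubation with 10 nM enzyme. Signal taken at 0 min and again at 10 min.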
Pin1 inh = inhibitors of human Pin1; Potency, µM (top dose mostly 115 µM), without a hit: at the highest dose activity, negative = inhibition, actives largely listed as inhibitors; 0.009% of 390,000 active; Pin1 FP peptide displacement, HiFluor488, 10 min; AID 504891; active = well fitted inhibition curve with a large enough effect in the polarisation, with a control signal flat, not every such curve was filed as active; inconclusive = small, poorly fitted or top-dose-only effect, or effect the other way, or a change in a side signal; inactive = no such curve, though single readings can be large or run the other way; the % refers to the polarisation; note: potency is the fitted concentration of half-maximal effect; % is set by controls: 0 for no effect and ±100 for the full control effect
Target sequence (Q13526 whole entry, looked up): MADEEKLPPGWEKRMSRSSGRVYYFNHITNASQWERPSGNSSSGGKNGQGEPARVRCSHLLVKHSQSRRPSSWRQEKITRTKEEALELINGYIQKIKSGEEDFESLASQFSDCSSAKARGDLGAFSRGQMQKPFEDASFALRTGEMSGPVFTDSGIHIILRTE
Numbers without * were called inactive; i = inactive; u = inconclusive; x = no result given; & = joins results of further samples; [ ] = remark or other dose. Unless noted, calls come from the whole dose curve; as a rule, active = well fitted curve in the direction sought with a large enough effect; inconclusive = small, poorly fitted or top-dose-only effect, or another doubt; inactive = no such curve, though single readings can be large; an effect the other way counts as inactive or inconclusive. An excerpt; the hit share may differ from the screen's.

Under each structure: BAZ2B inh, PI4K2A inh, HP1b binding inh, GLS inhibitor, JMJD2A Tudor inh, Tb PGK inh, G9a block, Pol eta inh, Pin1 inh
NC(=O)c1ccccc1NC(=O)Nc1cccc2ccccc12
→ 3%, -12, 30%, -9%, 5%, 3%, -5%, -12%, -4%
O=C1[C@H]2CCC=C[C@H]2[C@H](c2cccc(Br)c2)N1Cc1ccccc1
→ x, 1, 35%, 13%, u, -9%, 15%, -4%, 2%
CC(C(=O)N1CCCc2ccccc21)N1C(=O)c2ccccc2C1=O (stereo not given)
→ -3%, 1, -3%, -18%, -7%[11.4 µM], -9%, 5%[59 µM], -25%, -7%
CCC(C)(C)n1nnnc1C(c1ccc(C)cc1)N1CCC(C)CC1 (stereo not given)
→ -19%[57.1 µM], -1, 20%, 19%, -32%, i, -45%, 3%, 2%
Cc1cc(NC(=O)CSc2nc(=O)n3cc(Cl)ccc3n2)no1
→ -21%, -4, 24%, -19%, -3%, -7%, -8%, -31%, u
Cc1ccc([C@H]2C[C@H](n3cc(-c4ccc(F)cc4)nn3)[C@@H](O)CN2C(=O)C2CCCCC2)cc1
→ x, 0, x, 1%, x, 5%, x, -10%, x
C/C(=N\OCC(=O)OCC(=O)NCc1ccccc1)c1ccc2c(c1)OCO2
→ -5%, -1, u, 14%, u, u, u, 20µM*, -6%
CC(=O)Nc1cccc(Nc2nc(-c3cccs3)nc3ccccc23)c1
→ -1%, -2, 43%[activator], -5%, -13%, -1%, -4%, -19%, 12%
CCOc1ccccc1NC(=O)CSc1nc(=O)n(CCCN2CCOCC2)c2c1CCCC2
→ 10%, 0, 13%, 3%, -6%, 6%, -3%, -20%, -4%
COc1ccc(NC2=CC(=O)CC(C)(C)C2)cc1OC
→ -4%, -1, 1%, 62%[activator], -26%, -1%, -5%, 4%, -1%
CCOC(=O)C1CCN(CC(O)COCc2cccs2)CC1 (stereo not given)
→ x, 3, 27%, 1%, -22%, -7%, 3%, -16%, 0%
Cc1cc(OC(=O)c2cccc(Cl)c2)c([N+](=O)[O-])c(=O)[nH]1
→ -20%, -1, 14%, -3%, -24%, i, 33%, -4%, 0%
O=C(Nc1ccccc1)c1ccc(Nc2c([N+](=O)[O-])cc([N+](=O)[O-])c3ccccc23)cc1
→ u, -1, 20%, 3%, -17%, -5%, 19%[59 µM], -10%, 3%
COc1ccc(S(=O)(=O)NCC2CCCN(C(=O)c3occc3C)C2)cc1 (stereo not given)
→ -19%, 6, 46%[activator], -11%, -3%, -2%, u, -20%, 5%
O=C(Cc1ccccc1[N+](=O)[O-])N1CCc2ccccc2C1
→ -4%, 5, 8%, 2%, -20%, -9%, 3%, -5%, -9%
COc1ccc(C(=O)NC2CC3CCCC(C2)N3Cc2ccccc2)cc1OC (stereo not given)
→ -23%, -1, 38%, 8%, -13%, -8%, -2%, 4%, 1%
CC(=O)c1c(OC(=O)c2cccc(Cl)c2)c2ccccc2n1C
→ 2%, 4, -4%, 4%, u, 2%, 0%, 0%, 6%
Cc1ccc(-n2ncc3c2CC(C)(C)CC3NC(=O)CCc2c(C)noc2C)cc1 (stereo not given)
→ -2%, 0, 24%, 0%, 2%, 4%, 7%, -21%, 9%
CCCCn1nc(C(=O)N(C)C2CCCCC2)c2ccccc2c1=O
→ -5%, -4, 29%, -1%, -11%, -9%, 16%[12.7 µM], -1%, 5%
COc1ccccc1NC(=O)CSc1nnc(C)o1
→ 1%, 7, 55%, 1%, -2%, 6%, -9%, -8%, -7%
O=C(c1cccc(NS(=O)(=O)c2cccc([N+](=O)[O-])c2)c1)N1CCOCC1
→ -16%, 1, 21%, 0%, -15%, -7%, -3%, -9%, -2%
O=S(=O)(NCCc1ccncc1)c1ccc(F)cc1
→ 1%, 1, 6%, 3%, -4%, 6%, -6%, -1%, 3%
COc1ccccc1CCc1nnc(CCC(=O)NC(C)Cc2ccsc2)o1 (stereo not given)
→ 10%, -1, 33%, 0%, -10%, -2%, x, 2%, 8%
COCCn1c(=O)[nH]c2cc(C(=O)NCCN3CCN(c4ccccc4)CC3)ccc2c1=O
→ 2%, 0, 6%, 38%[activator], -13%, -4%, 3%[2.33 µM], 2%, 1%
COc1cc(OC)c(NC(=O)c2cc3ccccc3cc2O)cc1Cl
→ x, 1, 18%, 19%, -31%, 3%, x, -16%, 5%
Cc1cccc(NC(=O)CSC2=Nc3ccccc3C3=NC(CC(=O)NCc4cccs4)C(=O)N23)c1 (stereo not given)
→ -6%, 3, 34%, -18%, -15%, -7%, -8%[59 µM], -21%, 6%
COC(=O)C1=C(C)NC(=O)CC1c1cc2c(cc1Br)OCO2 (stereo not given)
→ 9%, -2, 19%, -7%, 9%, -7%, 7%[59 µM], -18%, 4%
COc1ccc(C2C(CN3CCOCC3)C(=O)N2c2ccccc2)cc1 (stereo not given)
→ -1%, 17, 13%, 3%, -14%, 0%, 1%, 7%, -3%
COCCN(C(=O)COC(=O)Cc1c(C)nc2ccccc2c1C)c1c(N)n(CC(C)C)c(=O)[nH]c1=O
→ x, -3, 45%[activator], 1%, -2%, i, x, -10%, -1%
COC(=O)Cn1c(=O)oc2ccc(C)cc21
→ 0%, 1, -14%, 0%, 32µM*, 0%, -30%, -14%, -7%
CCOC(=O)c1c(S(=O)(=O)NCc2ccco2)c(C)n(C)c1C
→ -20%, 3, 14%, -2%, -23%, -9%, 4%, -20%, -7%
CC(=O)Nc1ccc(S(=O)(=O)NCC2CCC(C(=O)N3CCN(c4ccccn4)CC3)CC2)cc1 (stereo not given)
→ -30%, 6, 33%, -14%, 15%, -2%, -7%[12.7 µM], -19%, 0%
CCOc1ccc(Br)cc1S(=O)(=O)Nc1ccc(C(=O)Nc2ccc(C)cc2)cc1
→ 1%, -2, 24%, 9%, -13%, 0%, 10%[59 µM], -18%, 20%
Cc1cc(C)n2c(C)nnc2c1
→ 7%, -2, 16%, u, 0%, -25%, 16%, -4%, -2%
CCOC(=O)c1ccc(NC(=O)C(=O)NCc2ccco2)cc1
→ -3%&-1%, -1&-2, 1%&24%, 4%&0%, -6%&0%, -5%&-4%, -2%[59 µM], 8%&-9%, 3%&5%
CCn1nc(C)c(CN2CCN(Cc3ccc(OC)c(C)c3C)C(CCO)C2)c1C (stereo not given)
→ -4%, -3, 24%, 10%, -28%, i, x, -11%, -4%
CS(=O)(=O)N1CCCC(C(=O)Nc2ccccc2F)C1 (stereo not given)
→ -13%, -3, 37%, -1%, -10%, -3%, 47%, -8%, 3%
O=C(Nc1ccccc1C(F)(F)F)c1cc2ccccn2n1
→ u, -7, 37%, -22%, -1%, -18%, 4%[59 µM], -20%, -14%
CCCC[C@@H]1C[C@H]1[C@@H](NC(=O)c1cccs1)c1ccc(Cl)cc1
→ -2%, -6, 65%[activator], -2%, 22%, 1%, 10%, -12%, -4%
CN(C)c1ccc(/C=N/N(CCC#N)C2=NS(=O)(=O)c3ccccc32)cc1
→ 0%, 3, 18%, 25%, -28%, -12%, u, -23%, u
O=C(/C=C/c1ccc(S(=O)(=O)NCc2ccco2)cc1)N1CCN(c2ccccc2)CC1
→ u, 6, 13%, 1%, -28%, -2%, 9%, -10%, -1%
CNC(=S)N/N=C/c1c(C)cccc1Cl
→ -13%, -3, 15%, -22%, -9%, -2%, 10%, 0%, 2%
CCn1nc(C)c(Br)c1-c1nc(CS(=O)(=O)c2ccc(F)cc2)no1
→ 8%, -4, 36%, 7%, 1%, -7%, x, -16%, 0%
O=C(O)CCC(=O)N1N=C(c2ccccc2)CC1c1ccc2nccnc2c1 (stereo not given)
→ 0%, -1, 31%, 10%, -1%, 1%, 5%[59 µM], -19%, -3%
COC(=O)c1cc(C(=O)OC)n(Cc2ccc(Br)cc2)n1
→ 7%, 3, 45%[activator], 2%, 7%, -2%, 28%[59 µM], -5%, -10%
O=C(Nc1cccc(-c2cn3cccnc3n2)c1)c1ccco1
→ -23%, 2, 44%, -2%, 0%, -3%, u, -5%, -3%
N#C/C(=C/C=C/c1ccccc1)C(=O)Nc1ccccc1
→ -32%, 0, 4%, 3%, -17%, -1%, u, -6%, 19%
CC(=O)Oc1[nH]c(=O)c2cccc3c2c1CCC3
→ x, 13, x, -1%, x, i, x, -5%, x
O=C(O)CCCCOn1ccnc1
→ -33%, 4, 48%[activator], 30%, 8%, 16%, 2%, -17%, -1%
CCOc1ccccc1NC(=O)COc1ccc2c(c1)OCO2
→ -7%, -5, 47%[activator], -7%, -19%, 8%, 16%, -18%, 2%

Additional entries:
Under each structure: BAZ2B inh, PI4K2A inh, HP1b binding inh, GLS inhibitor, JMJD2A Tudor inh, Tb PGK inh, G9a block, Pol eta inh, Pin1 inh
CSc1ccccc1NC(=O)c1ccc(N2CC3CC(C2)c2cccc(=O)n2C3)c(NC(=O)c2ccncc2)c1 (stereo not given)
→ -6%, -7, 24%, 8%, -11%, -6%, u, -19%, 0%
CC(C)(C)SCCNC(=O)/C=C/c1cccc([N+](=O)[O-])c1
→ -7%, 2, 46%, -2%, -2%[57.1 µM], i, 3%[59 µM], -25%, 1%
Cc1cc2nc(-c3ccc(OCc4ccccc4)cc3)cc(C(F)(F)F)n2n1
→ 18%[57.1 µM], -1, 51%[activator], -18%, 5%, -20%, 26%[59 µM], -17%, -8%
COCCn1nnnc1C(c1ccc2ncccc2c1)N1CCc2ccccc21 (stereo not given)
→ -36%, 0, 11%, -7%, -23%, i, 50µM*, -8%, -7%
Cc1ccccc1C(=O)N/N=C1/SCC(=O)N1Cc1ccccc1
→ -20%, -16, 11%, 6%, -15%, 5%, -9%, -3%, 5%
COC(=O)c1sccc1NC(=O)Nc1ccc(C(C)=O)cc1
→ -10%, -22, 23%, -7%, -5%, -18%, u, -21%, 3%
